Screening results deposited in PubChem BioAssay by several laboratories.
Runt-SMMHC FRET – Runt domain-CBFb-SMMHC interaction inhibition | Q01196+Q13951 | Cerulean-Runt/Venus-CBFb-SMMHC FRET ratio 530/480, 1 h | inhibition, % at 20 µM | 220,000 tested, 0.74% active | AID 1434;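 active means mean inhibition across duplicate retests at 20 µM reaching about 50%, limit read from the data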;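 further: 0% = DMSO wells and 100% = wells with excess untagged CBFb-SMMHC; inhibitors lower the FRET ratio by blocking Runt binding to CBFb-SMMHC; some results filed as inactive read as strong as hits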
RBBP9 inh – blocks human serine hydrolase RBBP9; inhibition, % at 7.94 µM; recombinant RBBP9, FP-Rh probe fluorescence polarization; AID 1515; 220,000 tested, 0.2% active; O75884;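 active means inhibition above the campaign mean of all tested compounds plus 3 SD, cut at about 14% in these data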;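 further: plate controls were DMSO wells with RBBP9 for no effect and wells lacking RBBP9 protein for full effect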
Target sequence (O75884 whole entry, looked up): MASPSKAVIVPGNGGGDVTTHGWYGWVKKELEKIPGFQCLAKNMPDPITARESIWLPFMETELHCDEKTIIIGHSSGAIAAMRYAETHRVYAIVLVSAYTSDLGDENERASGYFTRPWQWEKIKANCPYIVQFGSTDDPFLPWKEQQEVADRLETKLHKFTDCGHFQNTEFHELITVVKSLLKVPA
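Controls: DMSO-treated enzyme wells and wells lacking RBBP9 | Material: RBBP9 protein | Technique: Fluorescence polarization | Replication: Single well per compound, no replicates | Buffer or medium: Tris-NaCl-Pluronic buffer, pH 8.0 | Timing: 30 min compound preincubation, 45 min probe labeling, 25 °C | Read-out basis: Percent inhibition from mP, scaled between DMSO and no-protein wells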
Hck Nef HTS – inhibitors of human Hck kinase activated by Nef; Recombinant Hck-YEEI plus Nef, Z-Lyte FRET kinase assay; inhibition, % at 20 µM; 220,000 tested, 0.68% active;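 active means Hck-Nef kinase inhibition above about 50%, limit read from the data; inactive means inhibition below that limit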;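 further: 0% = DMSO with Hck plus Nef and 100% = Hck alone without Nef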
Target sequence (P08631 whole entry, looked up): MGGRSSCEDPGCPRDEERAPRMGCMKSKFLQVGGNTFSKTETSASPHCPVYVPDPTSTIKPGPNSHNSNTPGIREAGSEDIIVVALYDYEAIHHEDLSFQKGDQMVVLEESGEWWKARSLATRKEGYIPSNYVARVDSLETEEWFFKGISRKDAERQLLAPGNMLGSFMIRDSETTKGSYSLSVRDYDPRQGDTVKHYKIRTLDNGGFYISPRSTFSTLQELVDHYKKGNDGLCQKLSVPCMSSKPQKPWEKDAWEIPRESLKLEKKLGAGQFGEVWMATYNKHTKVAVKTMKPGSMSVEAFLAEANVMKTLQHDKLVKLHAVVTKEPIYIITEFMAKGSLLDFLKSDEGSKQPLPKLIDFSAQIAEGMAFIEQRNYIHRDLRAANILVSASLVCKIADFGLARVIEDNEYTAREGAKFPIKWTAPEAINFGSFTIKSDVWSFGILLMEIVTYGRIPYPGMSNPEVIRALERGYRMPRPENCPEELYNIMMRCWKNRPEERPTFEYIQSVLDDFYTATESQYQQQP
EP2 mod – modulates human prostaglandin E2 receptor EP2 signaling; 260,000 tested, 0.83% active; EP2-expressing cells, cAMP HTRF FRET, PGE2 co-stimulation; P43116; induction, % at 25 µM;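 active means compounds whose cAMP rise, as percent of the full-agonist control response, exceeds 60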;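 further: rat C6 glioma line stably carrying human EP2 under a CMV promoter; the protocol text gives 20 µM as final concentration; 100% = response of wells given 1 µM PGE2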
Target sequence (P43116 whole entry, looked up): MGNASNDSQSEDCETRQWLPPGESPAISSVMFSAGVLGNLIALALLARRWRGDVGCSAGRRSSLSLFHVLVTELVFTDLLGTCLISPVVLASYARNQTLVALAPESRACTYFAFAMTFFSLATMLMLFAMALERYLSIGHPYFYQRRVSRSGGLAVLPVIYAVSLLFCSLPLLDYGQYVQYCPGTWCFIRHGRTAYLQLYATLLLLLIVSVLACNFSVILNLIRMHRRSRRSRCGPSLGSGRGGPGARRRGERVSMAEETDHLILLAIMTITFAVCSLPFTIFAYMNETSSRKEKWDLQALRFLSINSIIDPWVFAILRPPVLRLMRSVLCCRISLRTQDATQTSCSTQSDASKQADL
Runt-CBFb FRET – inhibitors of human RUNX1 Runt domain binding to CBFb. Q01196+Q13951. Cerulean-Runt/Venus-CBFb FRET ratio 530/480, 1 h. 220,000 tested, 0.46% active. inhibition, % at 20 µM;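 active means inhibition over about 50% at 20 µM in the single-dose screen, limit read from the data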;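 further: 0% = DMSO wells and 100% = excess unlabeled CBFb competitor control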
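Assay system: Cerulean-tagged RUNX1 Runt domain (FRET donor) fusion protein / Amount: 100 nM each of Venus-CBFb and Cerulean-Runt domain / Medium: Tris buffer pH 7.5 with salts and BSA / Also added: Venus-CBFb 100 nM / Schedule: 1 h complex formation plus 1 h compound treatment, room temperature / Signal: FRET fluorescence / Read-out: loss of energy transfer signal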
TNF death inh – TNF-alpha cell death inhibition in Jurkat FADD-/- cells; activation (protection from cell death), % at 10 µM; 220,000 tested, 0.068% active; Jurkat FADD-/- TNF necroptosis rescue, ATP luminescence, 24 h; 0 = TNF only, 100 = no-TNF cells;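 active means activation, meaning protection from cell death, of at least 50% relative to plate controls; inactive means activation below 50%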;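 further: necroptosis triggered by 40 ng/mL TNF-alpha added together with compound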
L929 necroptosis – blocks zVAD induced death of L929 cells; L929 zVAD necroptosis rescue, ATP luminescence, 24 h; with zVAD 60 µM; viability rescue, % at 10 µM; 220,000 tested, 0.38% active;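 active means activation, scaled between plate controls, above about 75%, limit read from the data; inactive means activation under that limit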;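 further: 0% = zVAD with DMSO and 100% = DMSO alone without zVAD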
PGE2 EP2 inh – EP2 receptor (human) inhibition; P43116; C6 glioma cells expressing human EP2, cAMP TR-FRET; cells stimulated with saturating PGE2; inhibition, % at 25 µM; 260,000 tested, 0.52% active;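 active means percent inhibition above 40 after rounding to a whole number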;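 further: rat C6 glioma host cells with rolipram phosphodiesterase inhibitor present; the protocol text gives 20 µM as final concentration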
PERK inh – human PERK inhibition, primary cell-based screen. CHO PERK-DD fusion, SEAP luminescence translation reporter. Q9NZJ5. 220,000 tested, 0.17% active. AID 1416. inhibition, % at 5.6 µM;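 active means inhibition above the mean inhibition of all tested compounds plus 3 SD, set separately per screening campaign, cut at about 2.9% in these data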;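 further: PERK kinase domain activated by AP20187 dimerizer at 100 nM; 0% = DMSO with dimerizer and 100% = rapamycin at 8.4 µM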
An asterisk follows results filed as active; x = no result given; & = joins results of further samples. Some of the compounds tested, so the mix of outcomes need not match the whole.

SMILES	Runt-SMMHC FRET	RBBP9 inh	Hck Nef HTS	EP2 mod	Runt-CBFb FRET	TNF death inh	L929 necroptosis	PGE2 EP2 inh	PERK inh
COc1ccc2cc(C(=O)NCc3ccco3)c(=Nc3ccc(C(=O)O)cc3)oc2c1	0	-6	-2	-4	0	2.5	45	3	0.4
COc1ccc(OC)c(NC(=O)CSc2nc3cccnc3n2C)c1	-3	-5	1	0&-49	-1	-1.5	-0.1	8&8	-1.2
CSc1nc(N)c2c(n1)OC(N)=C(C#N)C2c1cccnc1 (stereo unspecified)	2	-6	8	19	2	6.2	0.9	4	0.0
CC(NC(=O)c1ccc(CS(=O)(=O)c2ccc(Cl)cc2)o1)c1ccc2c(c1)OCCO2 (stereo unspecified)	-2	-2	2	-14	2	-6.4	-0.1	10	-1.2
COC(=O)c1ccc(COC(=O)Cc2n[nH]c(=O)c3ccccc23)cc1	0	4	4	-36	-1	1.4	2.0	-1	0.8
Cc1cccc(C(=O)Nc2ccc(NC(=O)Cc3ccc(Cl)cc3)cc2)c1	-1	-3	4	8	0	1.9	1.1	4	0.5
Cn1nccc1C(=O)c1ccc(Cl)cc1	-1	4	7	17	3	-2.3	0.4	17	3.1*
CN(c1ccc(C(=O)NCc2ccco2)cc1)S(C)(=O)=O	-1	-1	5	14	-2	-1.5	-0.2	5	0.6
O=C1C=CC2C(c3ccc4c(c3)OCO4)CC1N2Cc1ccccc1 (stereo unspecified)	-9	-1	1	6	-4	-6.8	-0.5	5	0.8
COCCCNC(=S)NCCNc1nc2cc(C)cc(C)c2cc1C#N	45	7	24	-52	34	0.9	0.2	4	-1.8
CCC(=O)Oc1ccc(C(=O)Nc2cccc(C(=O)NC(C)(C)C)c2)cc1	-1	-10	9	-21	-1	0.6	14	3	1.5
Cc1cccc(CSc2nnnn2-c2ccccc2)c1	-2	-8	-3	21	0	0.2	-0.9	3	-0.1
Cc1nc(CS(=O)(=O)c2ccccn2)sc1C(=O)NNC(=O)c1c(F)cccc1Cl	-1	-6	26	22	-2	2.5	1.0	8	1.2
COC(=O)/C(=N/Nc1ccccc1OC)N1CCCc2ccccc21	-3	9	-41	48	0	-0.2	0.8	4	-1.5
COP(=O)(OC)C(Nc1cc(Cl)cc(Cl)c1)c1cccc(O)c1 (stereo unspecified)	1	0	0	-14	0	-1.3	0.3	6	1.9
OC(CSc1c(Cl)cccc1Cl)CN1CCN(c2ccccc2F)CC1 (stereo unspecified)	-3	-6	1	-7	-1	0.1	0.6	16	-1.1
Cc1ccc(-n2c(-c3nn(C)c(C)c3Cl)n[nH]c2=S)cc1	17	-1	-23	12	-2	-0.1	0.9	26	-0.2
CCc1ccccc1NC(=O)C(C#N)Cc1cccnc1 (stereo unspecified)	-2	6	1	36	-3	-0.5	0.7	10	1.1
CC(=Nc1ccc(C)cc1)c1sc2ccccc2c1O	51	2	1	16	-45	-1.0	0.5	7	0.8
Cc1cc(C(=O)Nc2ccc3c(c2)OCCO3)co1	-8	-4	0	-5	-1	-3.1	0.0	x	1.0

An excerpt of these results, with values under each structure.
Results follow in this order: Runt-SMMHC FRET, RBBP9 inh, Hck Nef HTS, EP2 mod, Runt-CBFb FRET, TNF death inh, L929 necroptosis, PGE2 EP2 inh, PERK inh
- COP(=O)(OC)C(Nc1cc(Cl)cc(Cl)c1)c1cccc(O)c1 (stereo unspecified)
 : 1, 0, 0, -14, 0, -1.3, 0.3, 6, 1.9
- COC(=O)c1ccc(COC(=O)Cc2n[nH]c(=O)c3ccccc23)cc1
 : 0, 4, 4, -36, -1, 1.4, 2.0, -1, 0.8

Going on with the list.
SMILES	Runt-SMMHC FRET	RBBP9 inh	Hck Nef HTS	EP2 mod	Runt-CBFb FRET	TNF death inh	L929 necroptosis	PGE2 EP2 inh	PERK inh
O=C(Nc1ccc(F)cc1)Oc1ccc[nH]c1=O	0	-2	12	-15	4	-0.1	-0.4	6	2.4
Cc1cc(C)c2cc(C(=O)N3CCC(Cc4ccccc4)CC3)[nH]c2c1	0	-10	11	-76	4	-1.3	2.6	5	0.3
O=C(/C=C1\C(=O)Nc2ccccc21)/C=C1\C(=O)Nc2ccccc21	49	14	-17	-44	46	-20	5.4	12	-0.4
O=C1CSC(=O)N1CCOCCN1C(=O)CSC1=O	0	-7	2	10	-1	0.1	0.0	4	-1.1
NC(=O)c1cc(-c2ccccc2)nc(N2CCOCC2)n1	1	5	10	-13	0	-5.1	62	11	0.3
CCOc1cc(/C=N/NC(N)=O)cc(Br)c1OCc1ccccc1F	4	-2	5	62*	-3	0.4	0.6	5	0.5
Cn1c(=O)cc(OCCCC(=O)Nc2cccnc2)c2ccccc21	2	7	6	-4	0	-3.1	0.2	1	-0.1
O=C(NCc1ccc2c(c1)OCO2)C1CCN(S(=O)(=O)N2CCOCC2)CC1	5	2	2	15	-2	0.9	x	7	-0.1
CC(C)[C@@H]1NC(=O)c2cc([N+](=O)[O-])cc(I)c2NCC[C@@H](C(N)=O)NC(=O)[C@H](CO)NC1=O	2	-6	-4	27	-3	-0.3	3.1	6	0.2
O=C(CCc1nc2ccccc2[nH]1)N1CCc2ccccc2C1	-6	-4	-7	-23	-1	1.4	x	12	0.7
COc1cc(S(=O)(=O)n2ccc(C)n2)c(OC)cc1Cl	1	0	1	23	1	-0.2	1.1	7	-1.0
CCCn1c(SCC(=O)Nc2ccccc2C(=O)OC)nc2c1c(=O)n(C)c(=O)n2C	-4	-1	0	43	-2	0.7	-0.2	3	0.3
COC(=O)c1ccc(Nc2nc(C)cc(C)n2)cc1	0	6	2	5&31	-2	1.2	1.4	8&8	0.5
CCC(=O)Nc1nc(C)c(C(=O)N2CCCCC2)s1	0	-3	-2	25	-2	0.0	0.7	8	2.1
Cc1[nH]c2ccccc2c1/C=N/NC(=O)CNC(=O)COc1ccccc1	10	-8	20	-27	x	1.8	0.9	10	1.0
O=C1OCC2OC(O)C(O)C(O)C2OC(=O)c2cc(O)c(O)c(O)c2-c2c(O)c(O)c3oc(=O)c4c(c(O)c(O)c5oc(=O)c2c3c54)-c2c1cc(O)c(O)c2O (stereo unspecified)	6	x	4	-10	43	-0.4	0.6	16	x
Cc1ccccc1CN1C2=NCCN2c2ccccc21	3	-5	-1	4	-1	1.8	0.4	16	0.0
O=C(CSc1nnc(-c2ccccc2F)n1CCc1ccccc1)Nc1ccc2[nH]c(=O)[nH]c2c1	-2	-12	6	8	-4	2.2	1.2	10	-0.9
Cc1noc(C)c1Cc1ccc(O)cc1	0	-12	-2	-21	0	-2.8	-0.3	10	-0.6
O=C(/C=C/c1cccnc1)c1ccc(O)cc1	-2	2	20	-3	-2	-19	-1.2	9	0.7

Structures from the list above containing a furan ring, fused or not:
SMILES	Runt-SMMHC FRET	RBBP9 inh	Hck Nef HTS	EP2 mod	Runt-CBFb FRET	TNF death inh	L929 necroptosis	PGE2 EP2 inh	PERK inh
COc1ccc2cc(C(=O)NCc3ccco3)c(=Nc3ccc(C(=O)O)cc3)oc2c1	0	-6	-2	-4	0	2.5	45	3	0.4
CC(NC(=O)c1ccc(CS(=O)(=O)c2ccc(Cl)cc2)o1)c1ccc2c(c1)OCCO2 (stereo unspecified)	-2	-2	2	-14	2	-6.4	-0.1	10	-1.2
CN(c1ccc(C(=O)NCc2ccco2)cc1)S(C)(=O)=O	-1	-1	5	14	-2	-1.5	-0.2	5	0.6
Cc1cc(C(=O)Nc2ccc3c(c2)OCCO3)co1	-8	-4	0	-5	-1	-3.1	0.0	x	1.0

More results
SMILES	Runt-SMMHC FRET	RBBP9 inh	Hck Nef HTS	EP2 mod	Runt-CBFb FRET	TNF death inh	L929 necroptosis	PGE2 EP2 inh	PERK inh
c1ccc2c(NC3CCCC3)nnc(NC3CCCC3)c2c1	3	-6	1	-43	-3	0.1	0.1	20	-0.9
C=CCN1C(=O)C(Cc2cccc(Cl)c2)S/C1=N/N=C/c1ccco1 (stereo unspecified)	8	3	1	1	-1	-2.6	0.0	7	0.7
COc1ccc(-n2c(C)cc(/C=C3\C(=O)NN(c4ccccc4)C3=O)c2C)cc1	-4	-5	2	10	-1	1.7	2.7	5	0.2
CCOC(=O)COc1ccc(S(=O)(=O)N2CCN(c3ccccc3)CC2)cc1	-4	-8	-4	-31	-7	2.7	0.5	5	0.9
O=C(c1ccccc1)c1ccc(COC(=O)c2cnccn2)cc1	0	2	2	-23	1	-1.0	1.1	13	2.4
CCOC(=O)C1=C(CC)Nc2ccccc2N=C1NC(=O)c1ccc(OC)c(S(=O)(=O)N2CCCCC2C)c1 (stereo unspecified)	-1	-12	2	17	-2	1.6	0.8	5	0.0
CCCN(CCC)CCCNC(=O)c1nn(-c2cccc(OC)c2)c(=O)c2ccccc12	0	-2	-3	-2	-2	1.4	-0.2	9	0.5
O=[N+]([O-])c1ccc(N2CCN(S(=O)(=O)Cc3ccccc3)CC2)cc1N1CCOCC1	-3	-3	0	-9	-1	-7.1	-0.4	7	0.9
COc1ccc(C(=O)NNC(=O)CN2CCC(n3nnc4cc(F)ccc43)CC2)cc1	2	-7	1	-19	-2	1.1	1.0	12	0.7
CCOC(=O)N1CCN(C(=S)Nc2cccc(C)c2)CC1	-2	-3	0	0	1	-2.3	-0.4	11	0.1
COc1ccc(/C(C)=N\Nc2nc(-c3ccc(Cl)cc3)cc(C(F)(F)F)n2)cc1OC	-2	-1	1	26	-5	0.7	1.8	10	0.8
N#CCC(=O)N1CC2(CC(c3cccc(NC(=O)COc4ccc(Cl)cc4)c3)=NO2)C[C@@H]1C(N)=O (stereo partly specified)	4	x	32	-10	0	2.3	0.9	4	x
COc1ccc(NC(=O)Cn2nnc(-c3ccccc3NS(=O)(=O)c3ccccc3)n2)cc1	0	-11	3	-24	1	1.3	0.8	8	-1.2
COc1ccccc1NC(=O)CN1CCC(n2c(C)nc3cc(F)ccc32)CC1	-5	-13	0	13	-2	-2.7	-0.3	6	-2.1
COc1ccc(CCNCC2C(Oc3ccc(Cl)cc3)C(=O)N2c2ccccc2C)cc1OC (stereo unspecified)	13	-2	-7	-37	3	1.8	-0.1	4	-0.5
Cc1nn(-c2cc(C(F)(F)F)ccn2)c(=O)o1	-1	-1	6	22	1	-0.4	0.4	8	2.7
CC(NC(=O)c1ccccc1)C(=O)N/N=C/c1ccccc1 (stereo unspecified)	1	-1	18	-15	0	0.2	0.1	9	-0.5
O=S(=O)(NCc1ccco1)c1cnc(Cl)c(Cl)c1	-1	-14	0	-10	1	-2.5	-0.3	4	-0.2
O=C(NNC1=C(C(=O)C(F)(F)F)CCC1)c1ccc(Cl)cc1	3	-2	0	27	77*	-0.5	1.6	3	0.2
